# From PubChem BioAssay
# KCNK9 inh: blocks the human KCNK9 two-pore domain potassium channel | Q9NPC2 | HEK293 KCNK9, FluxOR thallium flux fluorescence; stronger effect = lower value | B-score at 10 µM | 1.2% of 310,000 active | AID 488922;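 active means ratio B-score over 3 SD below the library mean, with starting fluorescence within 5 SD of its mean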;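 further: negative B-score means less thallium flux so channel inhibition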
# TMEM16A act: activates or potentiates the mouse TMEM16A chloride channel. Q8BHY3. HEK293 TMEM16A/YFP-H148Q/I152L, iodide quench fluorescence; stronger effect = lower value. B-score at 10 µM. 0.3% of 340,000 active;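 active means fluorescence-ratio B-score plate-corrected deviation score at least 3 library SD below zero, with starting fluorescence score within 5 deviations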;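 further: channel opened by trigger with iodide after compound preincubation; score built on the fluorescence ratio of max minus min over baseline; more negative score means more quench and so TMEM16A activation or potentiation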
# hERG rescue: compounds protecting human hERG from proarrhythmic drug block | Q12809 | CHO-hERG, FluxOR thallium flux, dofetilide IC70 present | activation (rescue from dofetilide block), less the hit threshold, % at 10 µM | 0.51% of 310,000 active | AID 1511;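 active means activation above the mean of controls blocked by dofetilide plus 5 SD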;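 further: thallium influx through hERG after potassium depolarization seen as dye fluorescence rise; in these data hits start at about 4.7%; inactives centre near -7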
# RGS4 pot: potentiators or activators of RGS4; HEK293 M3R/inducible RGS4, carbachol calcium flux Fluo4; stronger effect = lower value; B-score at 10 µM; 0.92% of 310,000 active; AID 463111;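 active means B-score of the integrated calcium signal more than 4 SD below the library mean, with starting fluorescence not abnormally high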;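 further: negative B-score means reduced calcium response which marks RGS4 activation or potentiation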
#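 test system = M3R-expressing HEK293 line, RGS4 induced by doxycycline | probe or stimulus = carbachol at ECmax as muscarinic agonist stimulus | timing = dye loading 30 min 37 °C, buffer rest 30 min RT | signal = calcium dye Fluo4 fluorescence | evaluation = B score from integrated fluorescence ratio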
# TMEM16A inh: inhibitors of mouse TMEM16A calcium-activated chloride channel | Q8BHY3 | HEK293 TMEM16A/YFP iodide influx fluorescence, ionomycin | normalized B-score (activity score, 25-100; higher = stronger inhibition) at 10 µM | 1.2% of 310,000 active | AID 588511;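 active means ratio plate-corrected score three or more library SD toward inhibition, starting fluorescence score within five deviations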;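 further: score derived from kinetic fluorescence span divided by baseline fluorescence per well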
# SKKanGAS inh: blocks kanamycin growth of S. pyogenes SKKanGAS strain. inhibition, % at 7.5 µM. 1.3% of 300,000 active. AID 1662. BacTiter-Glo, 6 h;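 active means mean replicate score, as percent of positive control median, at least 50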;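 further: strain carries kanamycin resistance gene driven by streptokinase promoter and grows in 40 µg/ml kanamycin; loss of luminescence reflects streptokinase promoter inhibition or plain growth inhibition; 0% = median of DMSO wells and 100% = positive control at its reference dose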
# RGS4 inh: human RGS4 inhibition | 0.45% of 310,000 active | HEK293 M3R/RGS4 inducible, Fluo-4 calcium flux; stronger effect = higher value; triggered by carbachol at its EC20 | P49798 | AID 463165 | B-score at 10 µM;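 active means B-score, a plate-corrected calcium signal, over three deviations above library mean, with baseline fluorescence within five deviations of library mean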;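 further: RGS4 expression induced by doxycycline in cells with stable M3 receptor; B-score is computed from the integrated fluorescence ratio over baseline after carbachol; higher B-score means a larger calcium signal and so more RGS4 inhibition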
# Target sequence (P49798 whole entry, looked up): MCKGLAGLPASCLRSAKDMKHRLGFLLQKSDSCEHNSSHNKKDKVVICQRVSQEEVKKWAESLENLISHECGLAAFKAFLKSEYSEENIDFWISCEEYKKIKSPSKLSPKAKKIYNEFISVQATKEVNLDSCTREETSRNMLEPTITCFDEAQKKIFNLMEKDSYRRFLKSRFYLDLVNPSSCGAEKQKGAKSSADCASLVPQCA
# HDAC3 inh: human HDAC3 inhibition | AID 2718 | 0.15% of 320,000 active | inhibition, % at 8.3 µM | O15379 | recombinant HDAC3, fluorogenic peptide/trypsin coupled, fluorescence; in the data active means inhibition above about 26%, passing the limit was not always enough
# Target sequence (O15379 whole entry, looked up): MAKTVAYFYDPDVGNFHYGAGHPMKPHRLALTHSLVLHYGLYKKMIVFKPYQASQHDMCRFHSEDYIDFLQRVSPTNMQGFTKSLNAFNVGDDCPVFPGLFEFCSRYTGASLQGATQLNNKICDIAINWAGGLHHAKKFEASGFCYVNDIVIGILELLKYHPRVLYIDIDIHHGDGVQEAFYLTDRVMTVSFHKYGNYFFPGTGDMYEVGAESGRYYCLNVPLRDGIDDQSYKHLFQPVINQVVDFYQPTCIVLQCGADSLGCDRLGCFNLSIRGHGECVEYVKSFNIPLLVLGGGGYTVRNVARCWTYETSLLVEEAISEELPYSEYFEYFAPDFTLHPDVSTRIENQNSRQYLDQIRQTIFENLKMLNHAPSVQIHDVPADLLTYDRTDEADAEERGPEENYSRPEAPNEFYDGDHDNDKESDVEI
# KCNQ1 block: blocks the human KCNQ1 potassium channel | CHO-K1 KCNQ1, FluxOR thallium flux fluorescence; stronger effect = higher value | P51787 | 1.3% of 310,000 active | B-score at 10 µM;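 active means compounds whose thallium flux B-score, printed positive for inhibition, exceeds three library SD while starting fluorescence stays within three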;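 further: channel opened by potassium depolarization with thallium stimulus after 20 min compound exposure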
# KCNK3 block: human KCNK3 channel inhibition, primary screen; 0.84% of 340,000 active; B-score at 10 µM; O14649; CHO-KCNK3 thallium flux, FluxOR fluorescence; stronger effect = lower value; AID 602410;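 active means B-score under library mean minus 4 SD, starting fluorescence ratio at most library mean plus 5 SD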;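 further: more negative B-score means stronger inhibition of thallium flux through KCNK3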
# Target sequence (O14649 whole entry, looked up): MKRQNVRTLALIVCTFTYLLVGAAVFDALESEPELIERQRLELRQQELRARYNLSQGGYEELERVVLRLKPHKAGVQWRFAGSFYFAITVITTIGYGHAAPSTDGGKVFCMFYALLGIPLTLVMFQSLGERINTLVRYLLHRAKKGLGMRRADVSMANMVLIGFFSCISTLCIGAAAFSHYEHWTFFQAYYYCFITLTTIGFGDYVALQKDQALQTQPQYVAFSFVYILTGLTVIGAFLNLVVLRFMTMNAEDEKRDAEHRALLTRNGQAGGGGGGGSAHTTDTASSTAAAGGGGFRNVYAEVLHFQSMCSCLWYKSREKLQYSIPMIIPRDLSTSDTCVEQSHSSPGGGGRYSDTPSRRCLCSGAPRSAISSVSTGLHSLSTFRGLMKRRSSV
# KCNQ1 act: potentiators or activators of human KCNQ1 potassium channel; P51787; CHO-K1 KCNQ1, thallium flux FluxOR fluorescence; stronger effect = higher value; B-score at 10 µM; 0.35% of 310,000 active; AID 2648;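 active means fluorescence ratio B-score, a plate-corrected score, at least three library SD, with initial intensity B-score within 5 SD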
#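 Material: CHO-K1 cells stably expressing KCNQ1. Medium: assay buffer for compound exposure, DMSO matched across wells. Reagent: K+/Tl+ depolarizing stimulus. Compound dosing: single-concentration screen. Times: 37 °C overnight plating, 90-min dark dye load, 20-min compound pretreatment. Technique: FluxOR Tl+ flux fluorescence.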
# An asterisk follows results filed as active; i = inactive; nt = no result given. The order is random. About 6.3% of those tested had a hit in this group.
SMILES,KCNK9 inh,TMEM16A act,hERG rescue,RGS4 pot,TMEM16A inh,SKKanGAS inh,RGS4 inh,HDAC3 inh,KCNQ1 block,KCNK3 block,KCNQ1 act
CCn1cc(C(=O)O)c(=O)c2cc(F)c(N3CCN(C(=S)NC(=O)c4cccc(C)c4)CC3)cc21,i,i,-12,i,i,38,i,-1,i,i,i
Cc1cc2oc(C(=O)Nc3c(C)n(C)n(-c4ccccc4)c3=O)c(C)c2cc1Cl,i,i,-7,i,i,-8,i,1,i,i,i
Cc1c(NC(=O)c2c([N+](=O)[O-])cnn2C)c(=O)n(-c2ccccc2)n1C,i,i,-7,i,i,-1,i,3,i,i,i
O=C(COC(=O)c1c2c(nc3ccccc13)CCCC2)Nc1ccc2c(c1)OCO2,-12*,i,-31,i,i,18,i,5,i,i,i
Cc1ccccc1-n1c([C@@H]2C[C@H]2c2ccccc2)n[nH]c1=S,i,i,-2,i,i,-1,i,13,i,i,i
CN1/C(=C/C(=O)c2cccs2)Sc2ccccc21,i,i,-6,i,i,-13,i,1,i,i,i
Cc1ccc(/C=C/c2ccc(N(C)C)cc2)[n+](C)c1,i,i,-29,i,i,-10,i,13,9*,i,i
CC(=O)Nc1ccc(N=Nc2ccc(O)cc2)cc1,i,i,-5,i,i,-9,i,7,i,i,i
Cc1nc(SCC(=O)NC2CC2)c2c(C)c(C)sc2n1,i,i,-7,i,i,21,i,1,i,i,i
O=C(/C=C/c1cccc([N+](=O)[O-])c1)N1CCN(Cc2ccccc2)CC1,i,i,-7,i,i,2,i,-7,i,i,i
Cc1cc2c(c(=O)o1)C1(C(=O)N(C)c3ccccc31)C(C#N)=C(N)O2 (stereo not given),i,i,-3,i,i,-6,i,9,i,i,i
CC(C)OC(=O)CC1C(=O)NCCN1C(=S)NC(=O)c1ccc(F)cc1 (stereo not given),i,i,-8,i,i,-17,i,4,i,i,i
CNC(=O)Nc1cccc(-c2cc(-c3c(Cl)cccc3Cl)no2)c1,-15*,i,-9,i,100*,4,i,11,i,-17*,i
CSCC[C@H](NC(=O)[C@@H]1CSC2c3ccccc3C(=O)N21)C(=O)NC1CCCC1 (stereo not given in full),i,i,-7,i,i,4,i,1,i,i,i
Cc1ccccc1-c1nc(CS(=O)(=O)CC(=O)NCCN2CCOCC2)c(C)o1,i,i,-8,i,i,-2,i,8,i,i,i
COC(=O)c1cccc(NC(=O)c2ccc3c(c2)C(=O)N(C(C)(C)C)C3=O)c1,i,i,-9,i,i,1,i,0,i,i,i
COCCNCc1ccc(Cl)cc1Cl,i,i,3,i,i,4,i,-13,i,i,i
OCCNCCSc1nc(C2CCCCC2)n(-c2ccccc2Cl)n1,i,i,-15,i,i,2,i,11,i,i,i
O=C(NC1CCCC1)C1CCN(C(=O)NCc2ccccc2)CC1,i,i,1,i,i,1,i,-2,i,i,i
COc1ccccc1NC(=S)c1ccccc1,i,i,-5,i,i,-8,i,2,i,i,i
CCn1ccnc1CN(C)Cc1c(C(=O)N2C[C@@H](C)O[C@@H](C)C2)nc2ccc(Cl)cn12,i,i,-3,i,i,0,i,3,i,i,i
Cc1cc(C)n(CC(=O)NNC(=O)CCCOc2ccc(Cl)cc2C)n1,i,i,-7,i,i,-2,i,-10,i,i,i
Cc1cc2oc(=O)cc(Cn3ccnc3)c2cc1Cl,i,i,-9,i,i,-3,i,-1,i,i,i
O=C(c1cc2ccccc2o1)n1nnc2ccccc21,i,i,-9,i,i,7,i,1,i,i,i
O=C(CN1CCN(S(=O)(=O)c2ccccc2)CC1)Nc1ccc(N2CCOCC2)cc1,i,i,-4,i,i,-3,i,-2,i,i,i

# (cont.)
SMILES,KCNK9 inh,TMEM16A act,hERG rescue,RGS4 pot,TMEM16A inh,SKKanGAS inh,RGS4 inh,HDAC3 inh,KCNQ1 block,KCNK3 block,KCNQ1 act
Cc1occc1C(=O)O/N=C(\N)c1ccccc1,i,i,-9,i,i,47,i,0,i,i,i
CSc1cccc(NC(=S)N(CCN(C)C)C(C)c2ccccn2)c1 (stereo not given),i,i,-7,i,i,5,i,-8,i,i,i
CCn1c(C)cc(C)c(C#N)c1=O,i,i,-12,i,i,3,i,1,i,i,i
O=c1nc(-c2ccccc2)n(-c2ccccc2)[nH]1,i,i,-6,i,i,3,i,-21,i,i,i
COCCNC(=O)CSc1nnc(-c2ccc(C)cc2)c(-c2ccc(C)cc2)n1,i,i,-6,i,i,-9,i,5,i,i,i
CCN(CC(=O)Nc1ccc(NC(C)=O)cc1)C(=O)C1COc2ccccc2O1 (stereo not given),i,i,-9,i,i,4,i,-3,i,i,i
COc1ccccc1/C=C/C(=O)NC(=S)N1CCOCC1,i,i,-9,i,i,0,i,3,i,i,i
COC(=O)c1sccc1NC(=S)Nc1cc(OC)ccc1OC,i,i,-14,i,i,-6,i,1,i,i,i
NS(=O)(=O)c1ccc(CCNC(=O)NC23CC4CC(CC(C4)C2)C3)cc1,i,i,1,i,i,1,i,3,i,i,i
Cc1sc2nc(SCc3nnc(-c4cccs4)o3)n(C3CCCC3)c(=O)c2c1C,i,i,-9,i,i,13,i,-1,8*,-12*,i
Cc1ccccc1NC(=O)CN1C(=O)CSc2ccc(S(=O)(=O)N3CCCC3)cc21,i,i,-4,i,i,-2,i,7,i,i,i
CCn1c2ccc(C)cc2c2n[nH]c(=S)nc21,i,i,-7,i,i,2,i,3,i,i,i
O=C(OCC(=O)N1CCN(c2ccccc2)CC1)c1ccc(Cl)nc1,i,i,-14,i,i,-13,i,-5,i,i,i
COc1cc(OC)cc(-c2nnc(SCC(=O)Nc3cccc(C(=O)O)c3)s2)c1,i,i,-2,i,i,18,i,-1,i,i,i
CCn1c(-c2cccn(Cc3ccccc3)c2=O)n[nH]c1=S,i,i,-9,i,i,3,i,8,i,i,i
CCc1ccc(NC(=O)CC2C(=O)N(c3cccc(C)c3)C(=O)N2C2CC2)cc1 (stereo not given),i,i,-7,i,i,3,i,6,i,i,i
CCN1C(=O)[C@H]2[C@@H](c3ccc(OC)cc3)N3C(=O)CN(CCOC)C(=O)[C@@]3(Cc3ccccc3)[C@H]2C1=O,i,i,0,i,i,1,i,-10,i,i,i
O=[N+]([O-])c1cc(Br)cc(C=Nc2ccc3c(c2)OCO3)c1O,i,i,-7,i,i,54*,i,3,i,i,i
O=C(NN1C(=O)C2C3C=CC(C3)C2C1=O)c1ccccc1 (stereo not given),i,i,-8,i,i,-16,i,nt,i,i,i
Cc1ccc(SCc2[nH]nc3c2C(c2cccnc2)C(C#N)=C(N)O3)cc1 (stereo not given),i,i,-7,i,i,-3,i,6,i,i,i
COc1ccc(NC(=O)C2CCN(C(=O)c3ccco3)CC2)c(OC)c1,i,i,-4,i,i,-1,i,-4,i,i,i
Cc1cc(C)nc(-n2nc(C)cc2NC(=O)C(C)C)n1,i,i,-16,i,i,-25,i,-7,i,i,i
CNc1ccc(C(=O)N2CCN(S(=O)(=O)c3ccc4c(c3)OCCCO4)CC2)cc1[N+](=O)[O-],i,i,-4,i,i,-1,i,1,i,i,i
O=C(N=C1SC2CS(=O)(=O)CC2N1CCc1ccccc1)C1CC1 (stereo not given),i,i,-10,i,i,1,i,3,i,i,i
COc1cccc(/C=C/C(=O)OCC(=O)NC(=O)NC2CCCCC2)c1,i,i,-7,i,i,19,i,6,i,i,i

# The closing two compounds of the section before come first, to join the parts:
SMILES,KCNK9 inh,TMEM16A act,hERG rescue,RGS4 pot,TMEM16A inh,SKKanGAS inh,RGS4 inh,HDAC3 inh,KCNQ1 block,KCNK3 block,KCNQ1 act
O=C(N=C1SC2CS(=O)(=O)CC2N1CCc1ccccc1)C1CC1 (stereo not given),i,i,-10,i,i,1,i,3,i,i,i
COc1cccc(/C=C/C(=O)OCC(=O)NC(=O)NC2CCCCC2)c1,i,i,-7,i,i,19,i,6,i,i,i
CCOc1ccc(N2C(=O)CS/C2=C(\C(Cl)=C(Cl)Cl)[N+](=O)[O-])cc1,i,i,-9,i,i,29,i,-13,i,i,i
O=C(CCc1ccc(O)cc1)NNC(=S)NCCc1ccccc1,i,i,-7,i,i,-10,i,1,i,i,i
O=C(Cc1ccc(S(=O)(=O)N2CCOCC2)s1)Nc1ccc2c(c1)CCC2,i,i,-4,i,i,-9,i,-6,i,i,i
CCOc1ccc(C(=S)NC2CCCCC2)cc1OCC,i,-6.5*,-6,i,i,2,i,-4,i,i,i
COc1ccc(S(=O)(=O)NCC2CCCN(Cc3ccc(OC)cc3F)C2)cc1 (stereo not given),i,i,-7,i,i,82*,i,-1,i,i,i
CC(C)Cc1cc(C(=O)O)n[nH]1,i,i,-10,i,i,-4,i,0,i,i,i
CCC(C)NC(=S)Nc1ccc(C(=O)OC)cc1 (stereo not given),i,i,-2,i,i,1,i,3,i,i,i
CC1=C(C(=O)OCc2ccccc2)C(c2ccc(Cl)cc2)NC(=O)N1CCCC(=O)O (stereo not given),i,nt,-3,i,i,4,i,-3,i,nt,i
CCn1c(CNc2nc(-c3ccccc3)cs2)nnc1SCC(=O)NCc1ccccc1,i,i,-14,i,i,-4,i,5,i,i,i
CN(C)S(=O)(=O)N1CCN(c2ccc([N+](=O)[O-])c(NC3CC3)c2)CC1,i,i,-5,i,i,-2,i,6,i,i,i
Cc1nc(CNC(=O)c2cc(COc3ccc(F)cc3Cl)on2)cs1,i,i,-7,i,i,-14,i,2,i,i,i
CN(C)c1ccc(/C=N/NC(=O)c2ccc3nc[nH]c3c2)cc1,i,i,-8,i,i,35,i,2,i,i,i
Cc1nc2ccc(NC(=O)N(C)c3ccccc3)cc2s1,i,i,-5,i,i,-2,i,-4,i,i,i
COc1ccc(F)cc1COc1nc(C)nc2ccccc12,i,i,-10,i,i,2,i,1,i,i,i
COc1ccc(/C=N/NC(=O)c2ccn[nH]2)cc1COc1ccc(F)cc1,i,i,-3,i,i,0,i,7,i,i,i
CCC(C)NC(=O)c1ccccc1NC(=O)COc1ccc(OC)cc1 (stereo not given),i,i,-7,i,nt,1,i,nt,i,i,i
CC(C)OC(=O)CSc1nnc(-c2ccc(O)cc2)n1Cc1ccccc1,i,i,-12,i,i,1,i,4,i,i,i
CC(=O)c1cc(NC(=O)c2ccc(C)cc2)c(=O)oc1/C=C/N(C)C,i,i,-26,i,i,-1,i,13,i,i,i
Cc1ccc(C(=O)N2CCC3(CC2)Oc2ccc(F)cc2C(=O)C32CC(c3cccnc3)=NO2)s1 (stereo not given),i,i,-10,i,i,2,i,2,i,i,i
